Bioassay records (PubChem)
3CLpro inhibitor: SARS-CoV 3CLpro protease inhibition; 290,000 compounds, 0.14% hits; inhibition, % at 6 µM; AID 1706; P0C6X7; recombinant SARS-CoV 3CLpro, quenched FRET peptide cleavage; in the data active means inhibition above about 12%
BoNT A protease: blocks Botulinum neurotoxin A light chain protease | multiplex microsphere protease substrate cleavage, flow cytometry | inhibition, % at 10 µM | 360,000 compounds, 0.17% hits; further: plate controls were buffer without enzyme for full effect and enzyme alone for no effect
CCHF vOTU inh: blocks the CCHF virus ovarian tumor domain protease | CCHFV vOTU protease, Pep-AMC fluorescence | inhibition, % at 11.5 µM | 370,000 compounds, 0.55% hits | AID 651958; in the data active means inhibition above about 30%; further: 0% = vehicle wells with enzyme and 100% = no enzyme wells
Yp Topo-I inh: inhibitors of Yersinia pestis topoisomerase I; Y. pestis Topo-I cleavage product accumulation, plate reader; activity, % at 10 µM; 360,000 compounds, 0.064% hits; in the data active means activity above about 50%, passing the limit was not always enough; inconclusive means no clear call, values can overlap the other calls; further: inactives centre near 2
TcdB inh: inhibitors of Clostridioides difficile toxin B glycohydrolase; TcdB glycohydrolase enzymatic assay, plate reader; inhibition, % at 9.99 µM; 350,000 compounds, 0.24% hits; in the data active means inhibition above about 10%
Anthrax LF inh2: inhibitors of Bacillus anthracis lethal factor protease; inhibition, % at 10 µM; 360,000 compounds, 0.12% hits; multiplex microsphere protease cleavage assay, LF; further: plate controls were buffer without enzyme for full effect and enzyme alone for no effect
Target sequence (P15917 whole entry, looked up): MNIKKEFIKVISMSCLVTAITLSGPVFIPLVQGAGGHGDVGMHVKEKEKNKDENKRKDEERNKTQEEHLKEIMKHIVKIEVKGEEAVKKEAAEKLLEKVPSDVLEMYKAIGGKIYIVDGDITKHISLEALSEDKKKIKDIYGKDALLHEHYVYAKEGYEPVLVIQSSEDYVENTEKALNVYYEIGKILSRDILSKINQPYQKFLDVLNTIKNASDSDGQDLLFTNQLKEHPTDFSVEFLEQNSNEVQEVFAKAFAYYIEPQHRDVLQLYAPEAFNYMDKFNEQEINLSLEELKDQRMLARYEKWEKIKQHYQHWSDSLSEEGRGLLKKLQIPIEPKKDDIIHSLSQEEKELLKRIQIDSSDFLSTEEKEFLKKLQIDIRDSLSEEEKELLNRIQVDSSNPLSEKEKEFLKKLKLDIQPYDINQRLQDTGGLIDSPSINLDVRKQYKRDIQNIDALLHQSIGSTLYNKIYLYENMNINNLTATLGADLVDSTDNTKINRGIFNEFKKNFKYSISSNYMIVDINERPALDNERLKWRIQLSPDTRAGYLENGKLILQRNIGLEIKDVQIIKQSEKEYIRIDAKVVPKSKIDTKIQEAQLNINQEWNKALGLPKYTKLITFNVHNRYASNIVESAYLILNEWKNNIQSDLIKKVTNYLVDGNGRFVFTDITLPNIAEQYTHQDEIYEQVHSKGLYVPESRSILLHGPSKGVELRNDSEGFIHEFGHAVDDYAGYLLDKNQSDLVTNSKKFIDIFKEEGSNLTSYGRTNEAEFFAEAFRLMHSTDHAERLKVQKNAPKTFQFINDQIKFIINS
PfHsp40 rescue: rescue of PfHsp40-mediated yeast toxicity; S. cerevisiae expressing PfHsp40, growth rescue, ATP luminescence; growth rescue, % at 12.5 µM; 340,000 compounds, 0.68% hits; AID 504582; in the data active means growth rescue above about 28%, passing the limit was not always enough; inconclusive means no clear call, values can overlap the other calls;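 further: yeast W303a lacking pdr1 and pdr3 grown in galactose medium; growth measured after three days at 30 °C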
SSB-PriA inh: blocks PriA binding to SSB C-terminal tail; AID 1272365; inhibition, % at 33 µM; 430,000 compounds, 0.6% hits; AlphaScreen SSBct-PriA binding, biotinylated peptide; in the data active means inhibition mostly above about 37%, no sharp cut-off; inactive means mostly below about 20%;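 further: plate controls were negative control peptide for no effect and reference peptide for full effect; strong numbers were not always called active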
VHR inh abs: DUSP3 (human) phosphatase inhibition | recombinant VHR phosphatase, pNPP absorbance | inhibition, % at 13.3 µM | 290,000 compounds, 0.52% hits; in the data active means inhibition above about 50%; further: some compounds called inactive have numbers as strong as hits
Target sequence (P51452 whole entry, looked up): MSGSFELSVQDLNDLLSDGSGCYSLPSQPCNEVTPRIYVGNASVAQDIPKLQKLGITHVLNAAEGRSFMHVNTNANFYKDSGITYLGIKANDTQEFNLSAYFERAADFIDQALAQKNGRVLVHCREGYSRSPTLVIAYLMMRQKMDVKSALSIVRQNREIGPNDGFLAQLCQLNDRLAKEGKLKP
BH1578 lux ind: quorum light induction in luxS cqsA deficient V. cholerae; V. cholerae BH1578 lux reporter, luminescence, 6 h; 350,000 compounds, 0.16% hits; activation, % at 18.7 µM; in the data active means activation mostly above about 9.7%, no sharp cut-off; inconclusive means no clear call, values can overlap the other calls; inactive means mostly below about 3.7%; further: not every result past the cut was called active; inactives centre near 0; reference of the scale not given here
* marks the source's active call; other numbers are inactive results; i = inactive; ? = inconclusive; · = not tested or not shown; & = joins results of further samples. Unless noted, no stated cut-off is given here; in the data, active means inhibition above about 30%; inconclusive means no clear call, values can overlap the other calls; inactive means below that.

Sample of the layout (2 entries):
SMILES	3CLpro inhibitor	BoNT A protease	CCHF vOTU inh	Yp Topo-I inh	TcdB inh	Anthrax LF inh2	PfHsp40 rescue	SSB-PriA inh	VHR inh abs	BH1578 lux ind
COc1ccc(Br)c(C(=O)Nc2ccc(F)cc2)c1	0	-0.1	-9	2	2.5	-7	1.0	-9	36	-0.6
CCCn1c(=O)n(C)c(=O)c2c(SCC(=O)NC34CC5CC(CC(C5)C3)C4)nc(CC(C)C)nc21	4	-0.5	-6	3	-0.8	1	-2.2	-12	15	-0.1

This part in full (from the top)
SMILES	3CLpro inhibitor	BoNT A protease	CCHF vOTU inh	Yp Topo-I inh	TcdB inh	Anthrax LF inh2	PfHsp40 rescue	SSB-PriA inh	VHR inh abs	BH1578 lux ind
COc1ccc(Br)c(C(=O)Nc2ccc(F)cc2)c1	0	-0.1	-9	2	2.5	-7	1.0	-9	36	-0.6
CCCn1c(=O)n(C)c(=O)c2c(SCC(=O)NC34CC5CC(CC(C5)C3)C4)nc(CC(C)C)nc21	4	-0.5	-6	3	-0.8	1	-2.2	-12	15	-0.1
CCc1sc(C(=O)Nc2nccs2)cc1C	2	-2.6	-3	2	1.1	-12	4.1	-10	6	i
CN(CCO)CC(O)CN(c1ccccc1)c1ccccc1 (stereo unspecified)	1	1.2	-3	-11	1.9	-10	-0.5	-1	2	-0.9
CCN(CC(=O)NCc1ccc(Cl)cc1)C(=O)CSCC(=O)Nc1ccc(OC)cc1	·	-0.5	-9	17	-0.5	-4	-1.2	-4	·	i
COc1ccc(C(CCN2CCCC2)c2c(O)cc(OC)cc2OC)cc1 (stereo unspecified)	·	-0.3	4	0	·	6	-0.5	19	0	-0.6
Cc1ccc(C)c(NC(=O)C2CCCC2)c1	·	-1.2	-6	-1	2.7	-15	-0.5	-5	·	-0.3
CCOC(=O)CNC(=S)N(Cc1ccc(C)cc1)Cc1ccc(C)o1	4	2.7	-5	21	·	-1	0.8	2	-13	0.0
CCOc1cc(CNc2cccc3[nH]c(C)nc23)ccc1OC	2	-3.3	0	-12	0.6	-9	-1.0	34	-13	i
CCCc1ccc(C(=O)NNc2cc(Cl)ccc2Cl)cc1	4	-3.8	-2	-9	0.8	-11	14	-5	-3	i
COc1ccc(/C=N/NC(=O)c2nc(Cl)c(Cl)c(N)c2Cl)cc1COc1ccccc1F	5	0.4	-57	21	·	-5	0.0	·	24	i
O=C(COC(=O)CNC(=O)c1ccco1)Nc1ncc(Cl)cc1Cl	·	1.2	-5	0	0.1	1	1.5	-7	·	i
COc1ccc(N2C(=O)CC(N3CCN(c4ccc(S(=O)(=O)N5CCCC5)cc4)CC3)C2=O)cc1 (stereo unspecified)	-2	0.0	17	31	·	-1	-1.5	0	6	-0.2
CCc1ccc(NC(=O)CS(=O)CC(=O)NC(C)CCc2ccco2)cc1 (stereo unspecified)	1	0.5	4	10	·	-4	-0.8	4	18	3.4
COc1ccc(C(=O)c2c3ccc([N+](=O)[O-])cc3[n+]([O-])n2CCCN)cc1	·	3.2	13	-12	-0.1	-16	2.4	20	·	0.2
CC(C)(c1ccccc1)c1ccc(OCCCN2CCNCC2)cc1	4	-0.4	-13	-6	0.9	-1	0.6	11	31	i
CC(Sc1ccc(Cl)cc1)C(=O)Nc1ccccc1C(=O)N1CCOCC1 (stereo unspecified)	0	-0.1	10	-6	·	3	0.6	-3	5	-1.4
Cn1cc(/C=C(\NC(=O)c2ccccc2)C(=O)NCCCN2CCOCC2)c2ccccc21	4	2.1	18	-14	-0.1	1	-1.0	-2	-4	0.9
Cc1cccc(OCc2nnc(SC(C)C(=O)O)n2Cc2ccccc2)c1 (stereo unspecified)	0	0.2	-5	-2	-1.7	0	-1.0	-7	20	0.8
CC1CCCN(S(=O)(=O)c2ccc(-c3ccc(=O)[nH]n3)o2)C1 (stereo unspecified)	4	0.1	-3	-2	1.7	-2	-1.0	-4	-3	-0.3
Cn1c(=O)[nH]c(=O)c2c1nc(N1CCNCC1)n2CCOc1ccccc1	-4	0.6	-7	3	·	1	-0.8	-15	·	i
CCn1ccnc1CN(C)C(=O)c1cc(COc2ccc(Cl)cc2OC)on1	0	0.5	-4	13	0.9	1	1.1	5	14	-0.8
FC(F)(F)c1ccc(C2[C@H]3CN(Cc4cccnc4)[C@H](c4ccccc4)C34CC2(c2ccccc2)C4)cc1 (stereo partly specified)	·	0.3	9	1	1.2	0	1.0	-1	19	i
O=C(CCNS(=O)(=O)c1ccc(Br)cc1)NC1CCCCC1	-3	-1.5	6	-3	0.3	2	-1.3	-23	1	i
O=C(NCCN1CCOCC1)c1c[nH]c2ccc(S(=O)(=O)N3CCOCC3)cc2c1=O	2	-0.3	-22	1	·	-4	-0.2	-4	-14	-0.2
Cc1cc(C(=O)N/N=C/c2ccc(-c3ccc([N+](=O)[O-])cc3Cl)o2)n[nH]1	3	2.1	0	-11	2.5	4	0.4	i	16	i
COc1ccc(C2N(C(=O)C(F)(F)F)C(C)CN2S(=O)(=O)c2ccc(C)cc2)cc1 (stereo unspecified)	1	-0.8	-8	3	0.8	6	0.0	-9	13	-1.4
CCOC(=O)c1c(C)[nH]c(C)c1C(=O)CSc1nc(N)cc(=O)[nH]1	4	0.8	8	5	·	-10	-2.2	-10	-17	-0.7
Cc1cc(C)cc(N)c1	·	-0.3	-2	8	-0.1	-9	-0.4	-9	·	-0.3
COc1ccccc1N1CCN(c2ccc(-c3ccccc3)nn2)CC1	-4	0.7	-5	-6	·	-13	0.0	-7	-4	1.5
O=C(c1cc2sccc2n1Cc1ccccc1)N1CCCc2ccccc21	6	1.7	23	29	·	7	0.4	-9	-13	i
COc1ccccc1CN(Cc1nc2ccccc2c(=O)[nH]1)C(=O)Nc1ccc(C)cc1	-2	-1.8	5	2	-0.5	-4	1.8	6	19	1.4
O=c1c(O)c(-c2ccc(O)c(O)c2)oc2cc(O)ccc12	·	-0.7	-14	-17	-3.7	-3	2.7	-5	·	-0.4
Cc1ccc(S(=O)(=O)N(C)C)cc1NC(=O)COC(=O)/C=C/c1cccs1	·	1.7	10	2	-0.2	-1	-0.1	-7	·	-1.5
COc1ccccc1N1CCN(S(=O)(=O)CCNC(=O)C23CC4CC(CC(C4)C2)C3)CC1	5	1.0	6	24	0.9	-1	0.4	2	-2	i
CS/C(=N\S(=O)(=O)c1cccs1)NC(=O)CSc1nc2ccccc2s1	6	0.3&0.6	-2	-6&4	0.7	12&-1	-1.2&0.3	·	7	1.0
Cc1ccc(C2=NN3C(=O)c4ccccc4C3C2)cc1 (stereo unspecified)	0	?	-1	-9	1.4	-1	0.5	-14	-3	-1.4
CCN(CC)C(=O)c1ccc2nc([C@H]3C[C@H](O)[C@@H](CO)O3)[nH]c2c1	·	-0.2	3	8	-1.9	-4	·	·	·	0.4
Cc1c(NC(=O)c2c(F)cccc2F)c(=O)n(-c2ccccc2)n1C	-7	0.2	8	-2	·	-1	-0.7	-8	25	7.2
O=C(O)c1cc(O)ccc1NC(=O)C1CCCO1 (stereo unspecified)	8	-2.8	-2	-2	1.5	-15	1.8	-7	17	-0.5
Cc1cc(C)cc(NC(=O)COC(=O)COc2ccc(N(C)S(=O)(=O)c3cccs3)cc2)c1	·	-0.5	5	20	1.5	4	1.6	-17	·	i
C=C(C)COc1ccc(-c2n[nH]c(C)c2-c2ccccc2OC)c(O)c1	11	0.1	1	-7	·	-10	1.0	-9	7	0.5
CCOC(=O)N1CCC(Nc2c(NCCN3CCN(c4cccc(Cl)c4)CC3)c(=O)c2=O)CC1	1	0.2	-7	9	1.2	-3	2.0	-7	38	-0.2
COc1ccc([N+](=O)[O-])cc1/C=N/NC(=O)Cc1ccccc1	-1	-0.5	-4	-10	0.0	1	0.3	·	-13	-0.3
COc1ccccc1CNC(=O)c1ccc(S(=O)(=O)N2CCCC2)cc1	-4	-1.3	-1	-4	·	-1	-0.1	-15	5	-0.2
COc1ccc(C(=O)OCC(=O)c2cc(OC)ccc2OC)c(OC)c1	2	-0.3	15	3	·	1	3.1	-12	32	-0.5
COc1ccc(N(CC(=O)N2CCOCC2)S(C)(=O)=O)cc1	-1	·	5	1	-9.9	·	-0.8	-19	-3	-0.8
CCc1nc2ccc(C(=O)NCCCN3CCCC3=O)cn2c1N(C)C(=O)C1CCCCC1	·	-0.2	2	2	1.0	6	·	·	·	-0.4
CC(C)(C)OC(=O)NCCc1onc(-c2cccc([N+](=O)[O-])c2)c1C(=O)O	·	-0.1	-3	-3	0.6	10	·	·	·	-0.2
CCCCCCCC(=O)Nc1ccc(C(=O)N/N=C/c2cccc([N+](=O)[O-])c2)cc1	-1	0.3	-4	-3	·	-3	-0.8	·	13	-0.1
CC(=O)OCc1c(C(F)(F)F)nn(C)c1Sc1ccccc1	-4	1.1	5	6	·	-2	-0.2	-23	20	-0.2
CCC(CC)C(=O)Nc1c2c(nn1-c1ccc(OC)cc1)CS(=O)(=O)C2	2	0.4	·	-4	0.3	0	1.0	0	18	-0.4
Cc1ccc(CSC2=Nc3sccc3C3=NC(=O)CN23)cc1	0	2.2	3	16	·	-4	1.3	-13	12	·
O=C(Nc1ccccc1)N1CC2CC(C1)c1cccc(=O)n1C2 (stereo unspecified)	2	0.3	4	-2	-1.0	0	0.3	2	36	-0.3
CCc1nc(OCC(=O)c2ccccc2)c(C#N)c2c1COC(C)(C)C2	6	-0.1	-12	23	·	-3	-0.8	-18	-7	i
O=C(C1CCC(CNc2c(N3CCCCC3)c(=O)c2=O)CC1)N1CCCC1 (stereo unspecified)	-1	-0.9	-16	0	0.2	-1	-0.1	-4	10	-0.4
Cc1cc(NC(c2cccnc2)c2ccc3cccnc3c2O)no1 (stereo unspecified)	-4	-1.2	-2	1	·	1	?	80	24	3.2
COCCCN1C(=O)C(CC(=O)NCc2ccco2)CC(C(=O)N2CCOCC2)=C1C (stereo unspecified)	·	0.1	5	8	1.1	-1	·	·	·	-0.6
O=C(CCCCCN1C(=O)c2ccccc2C1=O)Nc1ccc2c(c1)OCCO2	-8	2.9	12	-4	·	-8	-0.5	-12	36	i
COc1ccccc1CN1CCNC(=O)C1CC(=O)N(C)C1CCOCC1 (stereo unspecified)	·	0.3	-7	5	-0.5	2	·	·	·	-0.3
Additional entries
SMILES	3CLpro inhibitor	BoNT A protease	CCHF vOTU inh	Yp Topo-I inh	TcdB inh	Anthrax LF inh2	PfHsp40 rescue	SSB-PriA inh	VHR inh abs	BH1578 lux ind
COc1cc(NC(=O)CN2CCCCC2C)c(C)cc1[N+](=O)[O-] (stereo unspecified)	-2	0.3	13	5	·	3	-0.3	-13	11	-0.3
CC(C)(C)c1csc(Sc2ccc([N+](=O)[O-])cn2)n1	-2	·	1	-8	1.4	·	-1.1	4	20	-0.3
CS(=O)(=O)N1CCC(Oc2ccccc2C(=O)N2CCCCC2CO)CC1 (stereo unspecified)	-5	-0.6	-11	-14	0.2	-3	0.9	-2	9	i
Cc1nn(-c2ccccc2)c2sc(C(=O)N3CCCCC3)cc12	3	-0.2	·	17	·	5	-1.4	-6	-28	-0.5
COc1ccc2c(c1)c(CCN)c(C)n2Cc1ccccc1	-4	-2.8	8	-8	1.1	8	-0.3	35	13	-0.2
Cc1ccccc1OCC(=O)Nc1nnc(S(=O)(=O)N2CCCC2)s1	6	-0.2	5	-8	0.4	-1	-0.3	-11	2	-0.3
S=C(NC1CCCCC1)NC1CC2CCC(C1)N2Cc1ccccc1 (stereo unspecified)	2	-1.4	4	-14	-3.3	-5	0.1	1	13	-0.1
Cc1nn(C)c(Cl)c1C(=O)NCC(=O)O	1	0.5	5	-6	0.3	-2	1.1	-5	7	-0.5
CCC(CO)Oc1cc(NCc2ccccc2Cl)c2ncn(C(C)C)c2c1 (stereo unspecified)	·	0.3	8	25	-0.5	-5	-0.7	23	·	-0.8

Not all compounds are listed; the hit share may differ from the screen's.
